NPC1 prom act: qHTS Assay for NPC1 Promoter Activators. Potency, µM (doses to about 9.22 µM), for the others: at the top dose activation, usual class: activators. Huh7 NPC1 promoter luciferase reporter, 24 h. AID 485313, 2010. 320,000 compounds, 2.4% hits;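 note: % of control where 0% means no effect; nearly all actives have a fitted effect of over 60% in size; reporter is driven by a mutant NPC1 promoter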
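Quantitative HTS used a cell-based reporter: Huh7 cells stably bearing the NPC1 promoter upstream of luciferase were treated with compounds for 24 h, and promoter activation was read as luminescence.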
Gal4-VP16 FLuc: VP16 counterscreen qHTS for inhibitors of ROR gamma transcriptional activity; Drosophila S2 Gal4-VP16 UAS-luciferase, luminescence, 20 h; Potency, µM (titrated, usually from 53.6 µM), inactives show top-dose activity, negative = inhibition, most hits filed as inhibitors; 310,000 compounds, 3.5% hits;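 note: Gal4-VP16 expression switched on by copper sulfate through the metallothionein promoter; % is set by controls: 0 for no effect and ±100 for the full control effect; nearly all actives have a fitted effect of over 50% in size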
ELG1 genotox: qHTS screen for small molecules that induce genotoxicity in human embryonic kidney (HEK293T) cells expressing luciferase-tagged ELG1; HEK293T ELG1-luciferase reporter, luminescence, 16 h; Potency, µM (series often up to 46 µM), for inactives: at the top dose activity change, positive = activation, most hits filed as activators; 330,000 compounds, 1.3% hits; AID 504466, 2011; note: % of control where 0% means no effect; nearly all actives have a fitted effect of over 60% in size
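Cells (2,000/well) expressing the ELG1-luciferase fusion are dosed by pin tool and kept 16 hr at 37 °C, 5% CO2. Signal comes from ONE-Glo luciferase reagent after 30 min at room temperature.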
BRCA1 expr act: qHTS Assay to Identify Small Molecule Activators of BRCA1 Expression; MCF7-BRCA1-FFLuc reporter, luminescence, 48 h; response scale: scaled: vehicle 0%, 10 µM genistein 100%; Potency, µM (series often up to 46.1 µM), inactives show top-dose activation, hits mostly activators; 380,000 compounds, 1.1% hits; note: nearly all actives have a fitted effect of over 80% in size; some results filed as inactive show a strong effect at the top dose
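48 h compound treatment of MCF7-BRCA1-FFLuc cells (phenol-red free MEM, 37 °C), then 15 min with luciferase substrate and luminescence imaging.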
CXXC DNA block: qHTS Fluorescence Polarization Assay for Inhibitors of MLL CXXC domain - DNA interaction | 290,000 compounds, 0.037% hits | Potency, µM (series often up to 115 µM), for the others: top-dose activity change, negative = inhibition, hits mostly inhibitors | MLL-CXXC / FITC-HOXA9 DNA fluorescence polarization | AID 2662, 2010; active = well fitted inhibition curve with a large enough effect in the polarisation, with a control signal flat, not every such curve was filed as active; inconclusive = small, poorly fitted or top-dose-only effect, or effect the other way, or a change in a side signal; inactive = no such curve, though single readings can be large or run the other way; the % refers to the polarisation
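Purified MLL-CXXC (added from a 7 uM solution) was preincubated 5 min at ambient with pinned compounds in 50 mM Tris-HCl pH 7.5, 50 mM NaCl, 1 mM DTT, 0.05% BSA. Fluorescein-labeled HOX-A9 DNA (50 nM solution) followed, 30 min, then polarization read.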
uPA surface inh: qHTS for Inhibitors of Cell Surface uPA Generation; cell surface uPA generation assay, qHTS; Potency, µM (top dose mostly 38.3 µM), without a hit: at the highest dose activity change, negative = inhibition, usual class: inhibitors; 330,000 compounds, 0.31% hits; AID 540303, 2011; active = well fitted inhibition curve with a large enough effect; inconclusive = small, poorly fitted or top-dose-only effect; inactive = no such curve, though single readings can be large or run the other way; tested in mouse RAW 264.7 cells; note: % is set by controls: 0 for no effect and ±100 for the full control effect; nearly all actives have a fitted effect of over 55% in size
MBNL1 CUG block: qHTS Assay for Inhibitors of MBNL1-poly(CUG) RNA binding | 280,000 compounds, 0.036% hits | AID 2675, 2010 | TR-FRET MBNL1-His/biotin-(CUG)12 binding, 665/545 ratio | Potency, µM (top dose mostly 57.5 µM), without a hit: at the top dose activity change, negative = inhibition, most hits filed as inhibitors; active = well fitted inhibition curve with a large enough effect in the signal ratio, with a control signal flat, not every such curve was filed as active; inconclusive = small, poorly fitted or top-dose-only effect, or effect the other way, or a change in a side signal; inactive = no such curve, though single readings can be large or run the other way; the % refers to the signal ratio; note: % is set by controls: 0 for no effect and ±100 for the full control effect
Target sequence (Q9NR56 whole entry, looked up): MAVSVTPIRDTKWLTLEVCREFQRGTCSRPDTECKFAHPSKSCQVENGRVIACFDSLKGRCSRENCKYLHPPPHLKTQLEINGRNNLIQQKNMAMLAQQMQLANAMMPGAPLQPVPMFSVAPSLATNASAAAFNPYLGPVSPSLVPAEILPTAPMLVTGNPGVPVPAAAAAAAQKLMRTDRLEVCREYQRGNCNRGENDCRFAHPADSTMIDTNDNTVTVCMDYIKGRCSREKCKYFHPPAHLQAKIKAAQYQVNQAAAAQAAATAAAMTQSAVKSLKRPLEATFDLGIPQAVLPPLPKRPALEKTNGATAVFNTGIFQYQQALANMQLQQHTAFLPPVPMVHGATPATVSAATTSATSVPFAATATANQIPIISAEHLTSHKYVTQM
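Inhibition of protein-RNA binding appears as loss of TR-FRET between terbium anti-His antibody on MBNL1-His and streptavidin-XL665 on biotin-(CUG)12. Activity is normalized to buffer-only and uninhibited-complex controls.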
Rab9 prom act: qHTS Assay for Rab9 Promoter Activators; AID 485297, 2010; Potency, µM (doses to about 9.22 µM), inactives show top-dose activation, negative = inhibition, hits mostly activators; Huh7 Rab9 promoter-luciferase reporter, luminescence, 24 h; 320,000 compounds, 2.8% hits; note: % of control where 0% means no effect; nearly all actives have a fitted effect of over 60% in size
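Steps: seed 1500 Huh7 Rab9-luc cells per well, rest 2 h at 37 °C; add compound in DMSO; incubate 24 h; add luciferase reagent, 10 min ambient; read luminescence.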
FLuc counter: qHTS profiling assay for firefly luciferase inhibitor/activator using purifed enzyme and Km concentrations of substrates (counterscreen for miR-21 project) | purified FLuc, Km substrates, luminescence inhibition | Potency, µM (titrated, usually from 57.5 µM), for the others: top-dose activity change, negative = inhibition, actives largely listed as inhibitors | 360,000 compounds, 6.9% hits | AID 588342, 2011;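 note: plate controls were vehicle for no effect and reference inhibitor for full effect; nearly all actives have a fitted effect of over 55% in size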
Target sequence (P08659 whole entry, looked up): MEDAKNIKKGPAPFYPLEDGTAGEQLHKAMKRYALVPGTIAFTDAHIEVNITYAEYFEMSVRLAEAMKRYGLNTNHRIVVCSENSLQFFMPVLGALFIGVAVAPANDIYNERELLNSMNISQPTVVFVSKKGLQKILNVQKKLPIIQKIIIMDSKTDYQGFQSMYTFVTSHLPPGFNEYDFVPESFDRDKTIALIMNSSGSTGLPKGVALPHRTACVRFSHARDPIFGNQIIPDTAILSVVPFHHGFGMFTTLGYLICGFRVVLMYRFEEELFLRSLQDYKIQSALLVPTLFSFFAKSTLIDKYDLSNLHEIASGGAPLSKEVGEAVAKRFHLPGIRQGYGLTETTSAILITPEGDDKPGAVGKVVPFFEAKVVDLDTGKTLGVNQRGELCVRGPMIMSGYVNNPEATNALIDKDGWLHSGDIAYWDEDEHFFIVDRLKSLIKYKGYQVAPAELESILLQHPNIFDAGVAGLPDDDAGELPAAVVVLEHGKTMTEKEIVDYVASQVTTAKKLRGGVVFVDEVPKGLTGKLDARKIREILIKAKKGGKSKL
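Purified P. pyralis luciferase (10nM final) with 10uM D-luciferin and 10uM ATP (Km levels) in 50mM Tris acetate pH 7.5, 10mM Mg acetate, 0.01% Tween-20, 0.05% BSA; qHTS 6-point titration, ~60 µM downward; luminescence read.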
p53 reactivation: qHTS assay for re-activators of p53 using a Luc reporter; H1299 p53-A138V BP100-luciferase reporter, luminescence, 24 h; Potency, µM (doses to about 92.2 µM), for inactives: at the highest dose activity change, positive = activation, actives largely listed as activators; 320,000 compounds, 0.063% hits; AID 504706, 2011; note: % of control where 0% means no effect; nearly all actives have a fitted effect of over 45% in size
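p53-null H1299 cells stably carrying temperature-sensitive p53-A138V and a BP100-luciferase reporter were pinned with compounds (4-point, 1:5 series) and held 24 hrs at 37 deg C. Luminescence was read 10 min after detection reagent.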
RORgamma inh: qHTS for inhibitors of ROR gamma transcriptional activity | Nuclear receptor ROR-gamma (Mus musculus), P51450 | Drosophila S2 Gal4-RORgamma UAS-luciferase reporter, 20 h | Potency, µM (highest dose often 53.6 µM), for the others: at the highest dose activity change, negative = inhibition, usual class: inhibitors | 310,000 compounds, 5.4% hits | AID 2551, 2010; note: % is set by controls: 0 for no effect and ±100 for the full control effect; nearly all actives have a fitted effect of over 60% in size
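A Gal4/UAS one-hybrid system in insect cells: metallothionein-promoter Gal4–ROR gamma fusion plus Photinus luciferase reporter. Copper sulfate 700 uM final, 20 hr ambient incubation, luminescent detection after 10 min with reagent.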
* marks the source's active call; other numbers are inactive results; ? = inconclusive; · = no result given; & = joins results of further samples; [ ] = remark or other dose. Unless noted, calls come from the whole dose curve; as a rule, active = well fitted curve in the direction sought with a large enough effect; inconclusive = small, poorly fitted or top-dose-only effect, or another doubt; inactive = no such curve, though single readings can be large; an effect the other way counts as inactive or inconclusive. Potency is the fitted concentration of half-maximal effect. Not all compounds are listed. The share of hits here may be higher or lower than overall.

SMILES	NPC1 prom act	Gal4-VP16 FLuc	ELG1 genotox	BRCA1 expr act	CXXC DNA block	uPA surface inh	MBNL1 CUG block	Rab9 prom act	FLuc counter	p53 reactivation	RORgamma inh
Cc1cc(C)c(S(=O)(=O)Nc2cc(SCC(=O)O)c(O)c3ccccc23)cc1C	7.7%	?	-9.7%	-91.3%[inhibitor]	2.2%	-3.2%	?	4.8%	?	-26.4%	11.2µM*
c1ccc(CCCNc2ncnc3nc[nH]c23)cc1	8.9%	1.9%	0.6%	45.1%&2.3%	-1.4%	-5.3%	?	0.6%	-17.4%	?	1.6%
COc1ccccc1NC(=S)Nc1ccccc1F	-5.2%	?	-1.6%	17.7%	3.5%	-0.4%	?	-1.2%	-1.0%	-1.0%	?
Cc1ccc(N/N=C/c2ccc3c(c2)OCCO3)cc1Cl	12.0%	-8.6%	?	3.16µM*	9.6%	5.4%	-6.1%	3.7%	23.9µM*	?	?
NC(=O)c1c(NC(=S)Nc2ccccc2)sc2c1CCCC2	15.2%	?	9.5%	0.0%	0.5%	2.2%	25.3%	20.3%	?	13.1%	-123.9%
Cc1cc(C)c(NC(=O)CNC(=O)c2cc([N+](=O)[O-])ccc2N2CCOCC2)c(C)c1	-2.7%	·	1.4%	-3.6%	·	0.5%	·	-0.8%	1.2%	-2.4%	·
CN(C)c1ccc(NC(=O)Nc2ccc3c(c2)nnn3C)cc1	?	23.4%	?	?	-0.1%	-4.1%	-6.2%	?	?	·	1.7%
CC1=Nc2nc(N3CCCCC3)c(C#N)c3c4c(nc(c23)N1)N(c1ccc(C(C)C)cc1)C(=O)C4	-2.5%	-14.1%	?	-11.6%	8.9%	1.1%	·	-3.5%	4.1%	-7.4%	42.0%
COc1ccccc1N(C)S(=O)(=O)c1ccc(Cl)c(C(=O)Nc2cccc(C)n2)c1	-1.8%	·	-3.1%	-18.7%	·	4.5%	·	-2.8%	4.7%	-7.4%	·
Cc1ccc(N/N=C/c2cccnc2)cc1	?	5.7%	?	?	5.5%	?	11.0%	?	16.9µM*	17.1%	?
c1ccc2[nH]c(C3CC3)nc2c1	-4.0%	-6.3%	1.4%	6.3%	-1.3%	0.3%	1.9%	-6.3%	3.0%	-3.0%	5.2%
Cc1ccc(C2=Nc3ccccc3SC(c3cccc([N+](=O)[O-])c3)C2)cc1 (configuration not stated)	15.6%	12.6µM*	-3.3%	-46.7%	-2.0%	5.3%	6.7%	6.3%	?	-11.8%	5.62µM*
Cc1c2cc(O)c(=O)cc-2oc2cc(O)c(O)cc12	-0.6%&-9.0%	?	-1.0%&13.3%	-18.0%	?	·	?	-2.8%&-9.8%	1.0%&-18.2%	-0.5%&-5.7%	?
O=C(c1sc2cc(F)ccc2c1Cl)N1CCN(c2cccc(Cl)c2)CC1	0.7%	-8.1%	-1.2%	-44.3%	9.4%	-4.0%	-8.0%	1.0%	3.3%	19.7%	?
O=C(CS(=O)c1cccc(C(F)(F)F)c1)Nc1ccccc1Cl (configuration not stated)	-0.7%	1.9%	0.5%	0.2%	-0.6%	0.7%	0.8%	6.1%	0.1%	-1.5%	22.5%
O=C(NCC(c1ccco1)N1CCOCC1)c1c(F)cccc1F (configuration not stated)	-1.1%	·	-0.1%	-3.0%	·	5.3%	·	1.7%	1.6%	-0.6%	·
COc1ccc(NC(=O)C2CCN(S(=O)(=O)c3cn(C)nc3C)CC2)cc1	3.5%	-17.4%	1.0%	-16.5%	1.4%	-1.8%	0.6%	0.4%	-1.5%	-8.5%	-6.0%
COC(=O)c1ccc(C(=O)OC)c(NC(=O)CCC(=O)O)c1	-2.3%	-8.0%	-0.9%	13.0%	-3.2%	?	-1.2%	-6.0%	1.2%	2.7%	14.2%
Cc1cc(C)c(CNC(=O)c2cc(C3CC3)nc3c2cnn3C(C)C)c(=O)[nH]1	-1.9%	·	-0.8%	-40.5%	·	-0.3%	·	-1.7%	1.4%	-5.5%	·
CC1CC(C)(C)NC(=S)N1CC(=O)N(C)Cc1ccccc1 (configuration not stated)	0.7%	-20.4%	0.1%	-0.7%	5.4%	1.2%	·	-0.2%	0.6%	3.3%	17.8µM*
CNC(=S)N1CCC(NC(=O)c2ccco2)CC1	0.5%	-1.8%	-0.6%	·	8.2%	·	0.1%	-1.3%	-1.2%	0.8%	10.3%
COc1cccc(-c2cc(C(=O)NCCCn3ccnc3)no2)c1	17.5%	-12.4%	9.8%	20.0%	-3.1%	-3.6%	-1.7%	?	?	11.8%	22.1%
O=[N+]([O-])c1ccc(CN2CCN(c3ccccc3)CC2)o1	-2.1%	7.5%	0.8%	3.6%	-7.2%	2.3%	?	15.1%	3.0%	·	29.7%
O/N=C1\CCCC\C1=C/c1ccccc1	0.9%	-22.4%	0.4%	2.1%	-8.9%	5.1%	27.4%	-1.1%	-4.0%	10.6%	-11.1%
Cc1[nH]c2ccccc2c1C(=O)NS(=O)(=O)Nc1ccc(F)cc1	-4.6%	7.0%	1.0%	-15.6%	2.3%	1.1%	-6.1%	-0.7%	?	3.0%	11.6%
Cc1nn(CCC#N)c2nc(C(F)(F)F)[nH]c(=O)c12	-1.4%	-6.4%	-1.4%	0.9%	-2.2%	2.6%	-4.4%	12.6%	-1.8%	-16.1%	7.4%
O=C(Nc1cccc(F)c1)c1cccc2c1C(=O)N(C1CCCCC1)C2	-9.6%	-0.7%	-0.1%	-7.7%	2.8%	4.0%	-5.9%	-1.8%	3.6%&-2.3%	0.8%	-27.4%
CCC(C)(C)n1nnnc1C(c1cccs1)N1CCN(c2nc3ccccc3s2)CC1 (configuration not stated)	-2.8%	-1.0%	-14.2%	-67.5%	-2.9%	6.7%	1.5%	-11.8%	-6.1%	1.4%	9.8%
COc1ccc2c(=O)cc(-c3ccccc3)n(C)c2c1	-3.8%	-2.1%	-0.9%	12.8%	-0.3%	-12.1%	-3.2%	0.6%	-10.5%	3.5%	36.9%
O=C(Nc1ccccc1Cl)NC1(C(=O)NCc2cccnc2)CCCCC1	-5.2%	-10.0%	-0.3%	-8.3%	21.7%	8.3%	-6.5%	-1.8%	-2.6%	-3.9%	-5.2%
CC1CCCCC1NC(=O)/C(C#N)=C/c1ccccc1F (configuration not stated)	-1.9%	11.2µM*	-10.2%	-79.4%	-5.0%	-12.2%	8.6%	1.4%	?	-21.7%	11.2µM*
O=C1CC(c2ccc3c(c2)OCCO3)Oc2ccccc21 (configuration not stated)	3.16µM*	-5.8%	?	11.2µM*	-0.5%	11.6%	0.7%	2.82µM*	21.3µM*	?	-12.2%
Cc1ccc(-n2nnc3c(=O)n(CC(=O)NCc4ccccc4)cnc32)cc1	-2.2%	-17.1%	4.9%	-28.3%	21.1%	-12.1%	-12.4%	-17.1%	0.0%	-0.6%	-5.3%
Cc1cccnc1NC1CCCCC1	2.6%	21.5%	2.7%	-1.0%	1.2%	6.4%	·	2.7%	4.6%	2.1%	-27.0%
CCN1CCN(c2nc(Nc3cccc(OC)c3)nc(N)c2[N+](=O)[O-])CC1	-29.1%	-0.2%	1.6%	-33.8%	-7.2%	?	-1.4%	-6.8%[1.84 µM]	-11.3%	-0.9%	-7.4%
COc1cccc2c1CCc1c-2nc2ccccc2c1C(=O)O	?	10µM*	?	-0.4%	-1.3%	-13.6%	5.5%	?	0.953µM*	-0.8%	?
CC(=O)Oc1ccc(NC(=O)CSc2ccccc2)cc1	28.3%	14.8%	14.6µM*	-2.5%	3.7%	·	0.9%	18.4%	?	?	1.3%
Cc1cccc(C)c1NC(=O)COC(=O)C1CC1	1.0%	·	1.9%	-0.8%	·	1.4%	·	-2.7%	-1.6%	5.0%	·
Cc1nc2nc(C)c(CCC(=O)NCCCN3CCN(c4cccc(Cl)c4)CC3)c(C)n2n1	1.1%&-2.1%	-6.5%&1.5%	-3.2%&-2.8%	-11.5%&-25.0%	-3.9%&-17.4%	-1.7%&-1.4%	-2.3%&-3.5%	-2.3%&1.5%	-0.5%&-0.2%	-2.7%&0.0%	-6.1%&-0.5%

Screening data deposited in PubChem BioAssay by National Center for Advancing Translational Sciences (NCATS).
